Source: PubChem
HTRA1 inh: HTRA1 (human) protease inhibition; Q92743; recombinant HTRA1, FP-rhodamine activity-based probe, fluorescence polarization; inhibition, % at 5.96 µM; actives 0.5% (n = 340,000); AID 504803; in the data active = inhibition above about 36%;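 note: 0% = enzyme with DMSO and 100% = wells lacking enzyme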
ABHD4 inh: inhibitors of mouse ABHD4; purified mABHD4, FP-Rh probe fluorescence polarization; inhibition, % at 8.92 µM; actives 0.54% (n = 370,000);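 active = inhibition exceeding the mean over every tested compound plus 3 SD, cut at about 30% in these data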;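 note: 0% = plate median of compound wells and 100% = S159A mutant with DMSO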
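system = mouse ABHD4 enzyme, wild type | medium = HEPES pH 7.0, NaCl, Pluronic buffer | also added = FP-Rh probe | incubation = Enzyme–compound pre-incubation 45 min, then probe 60 min, both 25 °C | technique = fluorescence polarization, excitation 525 nm, emission 598 nm, BODIPY TMR filters | controls = S159A mutant high control, sample median low control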
LEDGF integ inh: blocks HIV-1 LEDGF/p75-dependent DNA integration; AID 743269; actives 0.64% (n = 370,000); inhibition, % at 3.7 µM; TR-FRET IN-LEDGF/p75 DNA integration, Eu/Cy5;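 active = inhibition above the screen-wide mean plus 3 SD, cut at about 13% in these data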;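 note: signal is the Cy5 over europium emission ratio at 671 and 618 nm; 0% = plate median of compound wells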
PG9 binder: binds the HIV-1 gp120 antibody PG9 | actives 0.43% (n = 360,000) | inhibition, % at 6.7 µM | TR-FRET gp120-PG9 antibody binding; in the data active = inhibition above about 8.5%
PRMT1 inh: PRMT1 (human) inhibition, primary screen | Q99873 | inhibition, % at 2.79 µM | actives 1.3% (n = 370,000) | recombinant PRMT1, activity-based probe fluorescence polarization;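 active = inhibition above about 21% made by adding two undisclosed values, limit read from the data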
Target sequence (Q99873 whole entry, looked up): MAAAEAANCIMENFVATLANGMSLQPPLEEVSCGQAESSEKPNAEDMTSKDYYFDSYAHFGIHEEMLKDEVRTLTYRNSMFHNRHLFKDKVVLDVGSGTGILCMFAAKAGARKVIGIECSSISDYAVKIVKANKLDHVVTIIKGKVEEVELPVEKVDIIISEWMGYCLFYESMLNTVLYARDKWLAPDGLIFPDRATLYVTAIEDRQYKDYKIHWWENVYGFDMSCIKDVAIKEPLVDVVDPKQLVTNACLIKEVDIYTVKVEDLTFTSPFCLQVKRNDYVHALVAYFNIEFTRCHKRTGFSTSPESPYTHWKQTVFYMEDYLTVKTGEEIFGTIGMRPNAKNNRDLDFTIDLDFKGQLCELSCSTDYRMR
NR1D1 modulator: modulates human Rev-erb alpha binding to DNA. actives 0.79% (n = 370,000). Rev-erbα–FITC-DNA binding, fluorescence polarization, 90 min. activity, % at 10 µM. P20393;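 active = activity above about 14%, limit read from the data; passing the limit was not always enough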;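 note: 0% = DMSO wells with 35 nM protein and 100% = DMSO wells with 750 nM protein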
Target sequence (P20393 whole entry, looked up): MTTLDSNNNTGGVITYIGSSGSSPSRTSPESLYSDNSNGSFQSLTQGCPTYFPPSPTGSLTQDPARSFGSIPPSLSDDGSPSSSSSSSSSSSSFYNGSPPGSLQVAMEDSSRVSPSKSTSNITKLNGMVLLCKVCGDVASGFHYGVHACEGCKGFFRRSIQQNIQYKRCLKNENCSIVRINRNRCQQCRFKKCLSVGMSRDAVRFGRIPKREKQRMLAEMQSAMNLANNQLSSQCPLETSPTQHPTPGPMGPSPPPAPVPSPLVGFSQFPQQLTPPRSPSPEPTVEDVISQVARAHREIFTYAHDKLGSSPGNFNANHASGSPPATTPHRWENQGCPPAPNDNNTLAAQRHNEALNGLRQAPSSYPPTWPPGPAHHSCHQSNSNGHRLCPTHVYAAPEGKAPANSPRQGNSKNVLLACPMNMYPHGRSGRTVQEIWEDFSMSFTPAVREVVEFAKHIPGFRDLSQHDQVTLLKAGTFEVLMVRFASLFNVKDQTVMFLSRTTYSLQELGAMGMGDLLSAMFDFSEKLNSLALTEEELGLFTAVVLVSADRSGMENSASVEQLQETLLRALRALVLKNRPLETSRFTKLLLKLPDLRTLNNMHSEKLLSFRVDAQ
rCAG RNA binder: molecules binding r(CAG) RNA repeats; r(CAG) RNA repeat, TO-PRO-1 dye displacement fluorescence; inhibition, % at 3 µM; actives 1.3% (n = 370,000); AID 651821;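 active = inhibition above the plate cutoff, the mean of all test compounds on that plate plus 3 SD, cut at about 35% in these data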;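 note: 0% = DMSO alone and 100% = 100 µM mitoxantrone as full dye displacement; higher means more dye released from RNA so lower well fluorescence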
MBD2 DNA inh: blocks human MBD2 binding to methylated DNA. AID 686964. inhibition, % at 4.4 µM. Q9UBB5. actives 0.31% (n = 370,000). TR-FRET, MBD2 binding to methylated oligonucleotide; in the data active = inhibition above about 13%
TCR CD3 inh: blocks the human TCR-CD3 interaction. inhibition, % at 9.4 µM. actives 0.37% (n = 360,000). TAMRA-labeled TCR probe fluorescence, biochemical; in the data active = inhibition above about 19%;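 note: recombinant mutant TCR 2C K166C tagged with TAMRA read by polarization; 0% = receptor in buffer alone and 100% = receptor with positive control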
UHRF1 binding: blocks human UHRF1 binding to methylated DNA. UHRF1 binding to methylated oligo, TR-FRET. AID 687016. inhibition, % at 4.4 µM. actives 0.75% (n = 370,000); in the data active = inhibition above about 21%;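 note: UHRF1 SRA domain binding a hemimethylated CpG hairpin DNA probe; 0% = median of test compound wells and 100% = reference inhibitor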
Active calls of the source: *; nt = not tested or not shown.

SMILES | HTRA1 inh | ABHD4 inh | LEDGF integ inh | PG9 binder | PRMT1 inh | NR1D1 modulator | rCAG RNA binder | MBD2 DNA inh | TCR CD3 inh | UHRF1 binding
CCSc1cnn(-c2ccccc2)c(=O)c1SCC | 1 | 4 | -4 | 1.1 | 4 | -3 | -4 | 4 | 1 | 0
Cc1cc(-c2nnc(CCC(=O)NC(Cc3ccccc3)c3ccccc3)o2)no1 (stereo not drawn) | 0 | -3 | -1 | -1.2 | 2 | 0 | -2 | 1 | -1 | -3
CCOC(=O)C(NC(C)=O)C(=O)Nc1ccc(C(C)(C)C)cc1 (stereo not drawn) | 7 | 7 | 1 | -4.0 | 1 | 4 | -5 | 1 | 5 | 1
N#CCSc1ccccc1NC(=O)COc1ccc(-c2nnco2)cc1 | 0 | 4 | 14* | 1.3 | 4 | 1 | 6 | 3 | -2 | 0
CCN(CC)C(=O)CSc1nc2cc3c(cc2c(=O)n1Cc1ccc(OC)cc1)OCO3 | 4 | -1 | -4 | 0.3 | 2 | 31* | 0 | 5 | -7 | 1
Cc1ccc(C2/C=C\CC(NC(=O)OCC3c4ccccc4-c4ccccc43)CC(=O)N2Cc2ccccc2)cc1 (stereo not drawn) | -54 | -7 | 4 | -1.1 | -2 | 0 | 12 | -6 | 6 | -1
COc1ccc(C(=O)OCC(N)=O)cc1[N+](=O)[O-] | 0 | 2 | -1 | -1.0 | 1 | -2 | 2 | -2 | 6 | 0
Cc1ccc(S(=O)(=O)Nc2ccc3cn[nH]c3c2)c(C)c1 | -5 | 0 | -7 | -0.6 | 3 | 2 | 3 | -6 | -4 | 0
OCCNc1nc(-c2ccccc2)nc2ccccc12 | -6 | -1 | 1 | -0.9 | 0 | -5 | -1 | 0 | -1 | -1
CC(CCN1CCC(C(O)(c2ccccc2)c2ccccc2)CC1)Oc1ccc(F)cc1 (stereo not drawn) | nt | 2 | 5 | nt | 0 | -2 | -1 | 0 | nt | 0
Cn1c(=O)c([N+](=O)[O-])c(-n2ccnc2)c2ccccc21 | 2 | 3 | -4 | 1.8 | 8 | -5 | 1 | 1 | 3 | -3
Cc1c(C(=O)N2CCN(c3ncccn3)CC2)sc2nc3n(c(=O)c12)CCCC3 | 0 | 0 | -2 | -0.3 | 2 | 1 | -6 | -5 | 8 | -3
Cn1c(SCc2cccnc2)nnc1-c1c[nH]c2ccccc12 | 6 | -2 | 0 | 0.0 | -5 | -1 | 2 | -6 | 0 | 0
CC(C)(C)c1cc(NC(=O)C2(C)CCN2C(=O)C2(c3ccccc3)CCCC2)no1 (stereo not drawn) | nt | -1 | -3 | 0.2 | 0 | 2 | 0 | -3 | 2 | -1
CC(CC(=O)O)Nc1ccccc1O (stereo not drawn) | 0 | 29 | 35* | -3.8 | 23* | 6 | 1 | 0 | 0 | 7
Cc1ccc(S(=O)(=O)NC(=O)NC(=O)N(C)S(=O)(=O)c2ccc(C)cc2)cc1 | 6 | 2 | 0 | -0.5 | -2 | -4 | 0 | 5 | -2 | 0
NC(=O)C(=O)NN=C1CCC(c2ccccc2)CC1 (stereo not drawn) | 1 | 7 | 4 | 0.6 | -2 | 7 | -4 | -2 | 2 | 0
CCC(C)(C)n1nnnc1C(c1ccccc1)N1CCN(Cc2ccccc2)CC1 (stereo not drawn) | -2 | -4 | -1 | -2.4 | -1 | -5 | -3 | 2 | 1 | 0
O=C(N/N=C/c1c[nH]c2ccccc12)c1ccc2c(c1)OCCO2 | 5 | 3 | 11 | -2.9 | -4 | -5 | 6 | 3 | -5 | -2
COc1cccc2cc(C(N)=O)oc12 | -10 | 4 | -2 | -3.6 | 7 | 2 | 4 | 0 | -1 | 0
CCOc1ccc2c(c1)C(N(CCN1CCOCC1)C(=S)Nc1ccccc1OC)CC(C)(C)O2 (stereo not drawn) | -9 | 2 | 1 | -0.2 | -3 | -4 | -4 | -4 | 4 | 0
O=C(NNC(=O)c1sccc1-n1cccc1)c1ccc(F)cc1 | 7 | -1 | 3 | 0.0 | -2 | 6 | 0 | 3 | 10 | 0
Cc1cc(C(=O)O)c(=O)[nH]c1C | 6 | 10 | 3 | -1.0 | -2 | -1 | 1 | 0 | -1 | -1
Cc1cc(NC(=O)C(C)SCC(=O)OC(C)C(=O)Nc2ccccc2C)no1 (stereo not drawn) | 3 | 4 | 1 | -0.2 | 0 | -1 | -6 | 2 | -1 | -1
O=C(COc1ccccc1[N+](=O)[O-])Nc1cccc(Cl)c1N1CCOCC1 | -10 | -2 | -6 | -0.4 | 7 | 2 | -5 | 1 | 1 | 3
(cont.)
SMILES | HTRA1 inh | ABHD4 inh | LEDGF integ inh | PG9 binder | PRMT1 inh | NR1D1 modulator | rCAG RNA binder | MBD2 DNA inh | TCR CD3 inh | UHRF1 binding
O=C(Cn1c(O)c(/C=C2\C=Nc3ccccc32)sc1=O)Nc1ccc2c(c1)OCO2 | -2 | 4 | -2 | 1.2 | -1 | -1 | 6 | -2 | 5 | -2
O=C(COC(=O)c1nc(Cl)c(Cl)c(Cl)c1Cl)c1ccc[nH]1 | 2 | -2 | 3 | 0.9 | 5 | 3 | -1 | 2 | -8 | 0
CCN(Cc1cc2ccccc2[nH]c1=O)C(=O)C(C)C | -1 | -2 | 1 | 2.2 | -1 | 5 | -4 | 3 | 5 | 0
COc1ccc(NS(=O)(=O)c2cc(C(=O)OC(C)C(=O)N3CCOCC3)ccc2Cl)cc1 (stereo not drawn) | 2 | 3 | -5 | 0.2 | 5 | 2 | 0 | 0 | -9 | 1
O=C(NN=C1CCCCCC1)c1ccc(Br)o1 | -5 | 12 | -4 | 0.7 | 3 | 4 | 0 | 1 | -6 | 0
Cc1ccccc1NC(=O)CN1CCCC1 | 0 | 9 | 0 | 0.1 | 2 | -4 | 0 | 0 | 3 | 0
O=C(Nc1ccc2nc(N3CCOCC3)sc2c1)c1ccccc1 | -9 | -3 | -3 | -0.7 | 3 | -1 | 5 | 1 | -8 | 1
C1CCCN(c2nc3nonc3nc2N2CCCCCC2)CC1 | 1 | 4 | -2 | -0.5 | 1 | 4 | 1 | 0 | 2 | 2
Cc1cccc2sc(NC(=O)CCNC(=O)c3ccco3)nc12 | 3 | -1 | -3 | -0.1 | -1 | -2 | -4 | 6 | -5 | 2
CCOC(=O)c1cccc(NC(=O)CN2C(=O)C3CC=CCC3C2=O)c1 (stereo not drawn) | 1 | -4 | 0 | -2.9 | -1 | -2 | -2 | 8 | -3 | 0
COc1cc(O)c(C(CCN2CCCCC2)c2cc(OC)c(OC)c(OC)c2)c(OC)c1 (stereo not drawn) | -3 | -2 | -1 | 0.0 | 2 | 2 | 1 | -5 | -11 | 5
CCCC(=O)NCCc1cc2cc(C)c(C)cc2[nH]c1=O | -8 | 2 | 2 | -0.6 | -3 | 2 | 0 | 0 | 0 | -3
CCOc1cc(/C=C2\N=C3CCCCCN3C2=O)ccc1O | -1 | 3 | -6 | -7.8 | -4 | 10 | -24 | -6 | -7 | -6
COC(=O)c1ccc(N2CCN(C)CC2)c(NC(=O)COc2ccccc2Cl)c1 | -6 | -6 | -9 | 0.0 | 11 | -5 | -2 | 0 | 6 | 7
Cc1cc(C)cc(N2C(=O)CN(Cc3sccc3C)C2=S)c1 | -10 | 2 | -1 | -1.1 | -5 | 6 | -3 | -5 | -2 | -3
Cc1cc(NS(=O)(=O)c2ccc(NC(=O)C3CCCCC3)cc2)no1 | 2 | -4 | -3 | -0.6 | -2 | -1 | 5 | 2 | -4 | -1
Cc1cccc(NC(=O)c2cc(-c3ccc(C)c(C)c3O)n[nH]2)c1 | -9 | -6 | -3 | -0.5 | 3 | 1 | 7 | -4 | -6 | 0
N#Cc1ccc(Nc2nc(NCc3ccccc3)nc3ccsc23)cc1 | nt | 8 | -2 | -1.3 | 1 | -8 | 6 | 1 | -6 | 0
COc1ccc(OCC(O)COc2ccc(C(=O)O)cc2)cc1 (stereo not drawn) | 1 | -3 | 2 | -1.2 | -1 | -3 | 1 | 2 | 2 | -4
O=C(CSc1nc(SCC(=O)NCc2ccccc2)n(-c2ccccc2)n1)NCc1ccccc1 | -16 | 1 | 1 | -0.8 | 2 | -2 | -4 | 2 | 6 | 6
Nc1nc2cc(S(=O)(=O)NC3=NCCCCC3)ccc2s1 | 1 | -3 | 1 | 0.2 | 17 | 3 | 7 | 0 | 8 | -5
CCOC(=O)c1sc(NC(=O)c2cncc(Br)c2)nc1C | nt | -2 | 3 | -1.2 | -2 | -7 | 2 | 0 | 0 | 1
COc1cc2oc(=O)cc(CN3CCCC3)c2cc1Cl | nt | 13 | 4 | -0.9 | -3 | 2 | 12 | -7 | -3 | -1
CC(=O)N/C(=C\c1ccccc1)C(=O)OCc1ccc(F)cc1 | 4 | -9 | 4 | -1.8 | 0 | 1 | -1 | 1 | 6 | 2
Cc1ccc(C)c(S(=O)(=O)N2CCN(C(=O)C3CCN(C(=O)c4ccc(F)cc4)CC3)CC2)c1 | -3 | -1 | 0 | 2.2 | 0 | 6 | -7 | -7 | 1 | -1

An excerpt from above in order of molecular weight, lowest first.
SMILES | HTRA1 inh | ABHD4 inh | LEDGF integ inh | PG9 binder | PRMT1 inh | NR1D1 modulator | rCAG RNA binder | MBD2 DNA inh | TCR CD3 inh | UHRF1 binding
COc1cc2oc(=O)cc(CN3CCCC3)c2cc1Cl | nt | 13 | 4 | -0.9 | -3 | 2 | 12 | -7 | -3 | -1
Cc1cccc(NC(=O)c2cc(-c3ccc(C)c(C)c3O)n[nH]2)c1 | -9 | -6 | -3 | -0.5 | 3 | 1 | 7 | -4 | -6 | 0
Cc1cc(NS(=O)(=O)c2ccc(NC(=O)C3CCCCC3)cc2)no1 | 2 | -4 | -3 | -0.6 | -2 | -1 | 5 | 2 | -4 | -1
CCOC(=O)c1sc(NC(=O)c2cncc(Br)c2)nc1C | nt | -2 | 3 | -1.2 | -2 | -7 | 2 | 0 | 0 | 1

Later entries.
SMILES | HTRA1 inh | ABHD4 inh | LEDGF integ inh | PG9 binder | PRMT1 inh | NR1D1 modulator | rCAG RNA binder | MBD2 DNA inh | TCR CD3 inh | UHRF1 binding
COc1ccccc1NC(=O)NCCCl | -1 | 1 | 4 | 1.2 | -1 | 2 | 0 | 3 | 3 | -1
COc1ccc(CCNC(=O)CS(=O)Cc2nc(-c3ccc(C)cc3)oc2C)cc1OC (stereo not drawn) | 0 | -2 | 1 | 0.2 | 1 | 0 | -3 | -7 | 0 | -3
COc1ccc(NC(=O)C2CCCN(C(=O)Nc3cccc(OC)c3)C2)cc1 (stereo not drawn) | 3 | -1 | -1 | -2.0 | 5 | 2 | -3 | 4 | -3 | 0
COCOCCn1cc(CN2CCS(=O)(=O)N(Cc3ccc(-c4ccc(C)cc4)cc3)C(C)C2=O)nn1 (stereo not drawn) | 1 | -13 | -3 | -1.3 | 6 | -5 | 7 | 7 | -3 | 2
CCN(CC)CCN(Cc1cc2cc3c(cc2[nH]c1=O)OCCO3)C(=S)NCCOC | 4 | -1 | -1 | 0.1 | 3 | 0 | 6 | 2 | 4 | -2
CCNC(=O)C(=O)c1c(-c2ccccc2)[nH]c2ccccc12 | -6 | 0 | -4 | -0.2 | -1 | -2 | -2 | 4 | 0 | 1
O=C(c1ccc(CN2CCOCC2)cc1)N1CCN(c2cccc(Cl)c2)CC1 | -8 | 10 | 0 | -1.7 | -1 | -4 | -6 | 0 | 5 | 1
COc1ccc(-c2ccc(N(C)C)cc2)cc1[C@H]1[C@H]2C=CC[C@@H](C)[C@@H]2C(=O)N1Cc1ccccc1 | -7 | -8 | 2 | -2.3 | -3 | 3 | 10 | 3 | -6 | 5

The list is partial (hit frequency here may not be typical).
